# Bioassay records from PubChem.
# HEK293 cAMP ctrl: counter-screen for TSHR agonists: cAMP increase in parental HEK293 | actives 2.5% (n = 73,000) | Potency, µM (top dose mostly 57.1 µM), without a hit: top-dose activation, most hits filed as activators | parental HEK293 CNG cAMP sensor, membrane potential fluorescence | AID 938; note: potency is the fitted concentration of half-maximal effect; % of control where 0% means no effect; nearly all actives have a fitted effect of over 55% in size
#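 Parental HEK 293 cells stably expressing a modified CNG channel (no TSHR) report cAMP rise as membrane depolarization. Membrane potential dye with 100 uM RO 20-1724 was loaded for 60 min at room temperature, then compound added for 30 min; fluorescence read at 590 nm.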
# Caspase-7 inhib: blocks human caspase-7 allosterically or competitively; actives 0.02% (n = 75,000); recombinant caspase-7, Ac-DEVD-AFC fluorescence rate; Potency, µM (doses to about 57.5 µM), for the others: top-dose activity change, negative = inhibition, actives largely listed as inhibitors; AID 889; active = well fitted inhibition curve with a large enough effect in the main read-out, with a control signal flat, not every such curve was filed as active; inconclusive = small, poorly fitted or top-dose-only effect, or a change in a side signal; note: potency is the fitted concentration of half-maximal effect; % of control where 0% means no effect
# Luciferase inh: inhibitors of firefly luciferase | Potency, µM (highest dose often 57.1 µM), inactives show at the highest dose activity change, negative = inhibition, usual class: inhibitors | purified firefly luciferase, luminescence, 8 min | actives 2.2% (n = 72,000); note: potency is the fitted concentration of half-maximal effect; % is set by controls: 0 for no effect and ±100 for the full control effect; nearly all actives have a fitted effect of over 40% in size
#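 Luminescence read-out after 8 min at room temperature; enzyme reaction used luciferin plus 10 uM ATP (linear range) in imidazole buffer pH 7.2 with KCl, MgCl2, Tween 20 and BSA. Each sample was run as a titration.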
# USP2a inhib: inhibitors of human ubiquitin-specific protease USP2a; actives 0.1% (n = 60,000); USP2a enzymatic assay, qHTS inhibition; Potency, µM (doses to about 38.3 µM), for inactives: top-dose activity change, negative = inhibition, usual class: inhibitors; O75604;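 note: potency is the fitted concentration of half-maximal effect; nearly all actives have a fitted effect of over 60% in size; plate controls were DMSO for no effect and NEM full inhibition control for full effect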
# Target sequence (O75604 whole entry, looked up): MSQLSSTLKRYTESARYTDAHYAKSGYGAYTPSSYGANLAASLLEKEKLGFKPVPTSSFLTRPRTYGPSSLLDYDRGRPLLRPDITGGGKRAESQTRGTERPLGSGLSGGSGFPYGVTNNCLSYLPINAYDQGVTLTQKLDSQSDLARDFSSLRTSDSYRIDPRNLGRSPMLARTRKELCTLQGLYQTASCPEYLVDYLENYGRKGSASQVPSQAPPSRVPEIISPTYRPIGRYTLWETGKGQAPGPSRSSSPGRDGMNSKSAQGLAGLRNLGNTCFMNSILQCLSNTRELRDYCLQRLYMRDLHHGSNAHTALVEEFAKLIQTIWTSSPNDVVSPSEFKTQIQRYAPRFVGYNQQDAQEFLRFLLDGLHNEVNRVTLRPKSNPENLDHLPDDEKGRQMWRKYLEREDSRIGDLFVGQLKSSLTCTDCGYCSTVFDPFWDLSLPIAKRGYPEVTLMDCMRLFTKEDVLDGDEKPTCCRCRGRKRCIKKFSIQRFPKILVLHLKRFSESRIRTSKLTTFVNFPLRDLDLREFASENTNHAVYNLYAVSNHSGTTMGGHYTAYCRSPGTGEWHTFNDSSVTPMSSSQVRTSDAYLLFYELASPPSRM
#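 Coupled readout: USP2-cleaved Ub-PLA2 (20nM final) turns over NBD C6-HPC (20uM final), Ex 460nm/Em 535nm after 2.5 h, time-zero read flagging artifacts. Enzyme (20nM final, pH 8.0 Tris) given 30 min RT with compound first; NEM defines full inhibition.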
# Fluorescein fluor: compound autofluorescence in fluorescein spectral region | max fluorescein-equivalent concentration, M | actives 0.91% (n = 59,000) | Compound autofluorescence, 480/540 nm, fluorescein-equivalent; hits give high values; in the data active = max fluorescein-equivalent concentration above about 10 nM; inconclusive = between about 1.1 nM and that limit
#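 First, buffer (100 mM Tris, pH 8.0) dispensed; second, compounds and fluorescein standards pinned in; third, 15 min room-temperature incubation; finally, imaging at ex 480 nm/em 540 nm. Fluorescence normalized against the six-point fluorescein curve.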
# Tau filament bind: binders of human tau filaments. recombinant tau filaments, thioflavin S fluorescence, 15 h; filaments grown with octadecylsulfate alongside compound. Potency, µM (top dose mostly 57.1 µM), without a hit: top-dose activity change, negative = inhibition. AID 596. P10636. actives 2% (n = 71,000);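 note: potency is the fitted concentration of half-maximal effect; % is set by controls: 0 for no effect and ±100 for the full control effect; actives lower thioflavin S fluorescence by blocking filaments or displacing dye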
#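 Quantitative HTS: thioflavine S signal from ODS-induced tau filaments, excited at 450 nm, emission 510 nm. Conditions: 1 uM tau, 30 uM ODS, 15 h at 37 C, pH 7.4.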
# HADH2 inhib: blocks human hydroxyacyl-CoA dehydrogenase type II; Potency, µM (titrated, usually from 57.1 µM), for inactives: at the top dose activity change, negative = inhibition, usual class: inhibitors; AID 886; recombinant HADH2, NADH fluorescence, beta-hydroxybutyryl-CoA; actives 3.4% (n = 73,000); Q99714; note: potency is the fitted concentration of half-maximal effect; % is set by controls: 0 for no effect and ±100 for the full control effect; nearly all actives have a fitted effect of over 60% in size; many of its hits are not listed in these tables
# Target sequence (Q99714 whole entry, looked up, one chain of several): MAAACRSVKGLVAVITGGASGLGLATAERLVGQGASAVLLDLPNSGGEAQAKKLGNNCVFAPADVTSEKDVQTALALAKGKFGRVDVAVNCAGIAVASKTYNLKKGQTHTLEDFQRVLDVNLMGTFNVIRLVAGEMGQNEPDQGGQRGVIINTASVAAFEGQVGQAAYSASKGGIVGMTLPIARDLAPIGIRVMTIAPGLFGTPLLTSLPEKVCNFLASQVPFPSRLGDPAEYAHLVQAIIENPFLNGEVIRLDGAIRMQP
#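 Activity measured as NADH fluorescence gain (360/450 nm), taken as the change between first and last reads of a 4-min kinetic run. Conditions: pH 9.0 Tris buffer, 20 nM E. coli-expressed His-tagged enzyme, 1 mM NAD+, 90 uM beta-hydroxybutyryl-CoA; 15-min compound preincubation.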
# Caspase-1 inhib: blocks human caspase-1 allosterically or competitively; P29466; Caspase-1 enzyme, Ac-WEHD-AFC fluorogenic rate; AID 900; actives 0.03% (n = 75,000); Potency, µM (titrated, usually from 57.5 µM), without a hit: top-dose activity change, negative = inhibition, usual class: inhibitors;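 note: potency is the fitted concentration of half-maximal effect; plate controls were vehicle for no effect and no substrate for full effect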
# ERK AVP block: inhibitors of vasopressin-stimulated ERK signaling pathway. HEK293-V1b, vasopressin-stimulated pERK AlphaScreen. Potency, µM (doses to about 57.5 µM), for the others: top-dose activity, negative = inhibition, actives largely listed as inhibitors. actives 0.99% (n = 72,000). AID 995; note: potency is the fitted concentration of half-maximal effect; % is set by controls: 0 for no effect and ±100 for the full control effect; nearly all actives have a fitted effect of over 55% in size
#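 Overnight-seeded V1b-HEK293 cells in 1% FBS got compound, then vasopressin (25 nM final, 5 min, 37C), then lysis buffer. AlphaScreen detection of phospho-ERK; activity normalized to basal and full-stimulation controls.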
# Texas Red fluor: Texas Red region autofluorescence; actives 0.06% (n = 59,000); Compound fluorescence, Texas Red channel, 547/618 nm; hits give high values; max dye-equivalent concentration, M; AID 587; in the data active = max dye-equivalent concentration above about 10 nM; inconclusive = between about 1.1 nM and that limit
#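 Compound fluorescence was read after 15 min at room temperature in 100 mM Tris, pH 8.0, using 547 nm excitation and 618 nm emission across a concentration series. It was expressed as Texas Red dye-equivalent concentration from an on-plate standard curve.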
# Rhodamine fluor: compound autofluorescence in rhodamine spectral region; Rhodamine-region fluorescence, 547/598 nm, Tris buffer; hits give high values; max dye-equivalent concentration, M; actives 0.05% (n = 59,000); AID 594; in the data active = max dye-equivalent concentration above about 11 nM; inconclusive = between about 1.1 nM and that limit
#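 qHTS spectral profiling of compounds without any target or enzyme present, in pH 8.0 Tris buffer; plates were read after a 15-minute room-temperature incubation using the rhodamine-region filter set.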
# Active calls of the source: *; i = inactive; ? = inconclusive; · = not tested or not shown; & = joins results of further samples; [ ] = another dose, or the depositor's remark. Unless noted, calls come from the whole dose curve; as a rule, active = well fitted curve in the direction sought with a large enough effect; inconclusive = small, poorly fitted or top-dose-only effect, or another doubt; inactive = no such curve, though single readings can be large; an effect the other way counts as inactive or inconclusive.
SMILES,HEK293 cAMP ctrl,Caspase-7 inhib,Luciferase inh,USP2a inhib,Fluorescein fluor,Tau filament bind,HADH2 inhib,Caspase-1 inhib,ERK AVP block,Texas Red fluor,Rhodamine fluor
NC(=O)CSc1nnnn1CC(CC(=O)O)c1ccccc1 (configuration not stated),?,-3%,0%,-4%,i,1%,12%,-1%,-10%,i,i
O=C(NCc1cccnc1)c1ccc(COc2ccccc2Br)o1,-2%,-2%,-6%,16%,i,9%,6%,-2%,-16%,i,i
COC(=O)C1=C(C)[C@@H](O)[C@@H](C)[C@H](c2c(OC)c(OC)c(C)c(OC)c2OC)O1,-4%[11.4 µM],-1%[11.5 µM],2%[11.4 µM],·,·,·,2%[11.4 µM],?,17%[11.5 µM],·,·
OCCSc1c(F)c(SCCO)c(SCCO)c(F)c1SCCO,-4%,0%,4%,-2%,i,-1%,-9%,0%,-5%,i,i
O=C(Nc1ccc(Cn2nnc3ccccc32)cc1)c1ccco1,6%,-2%,-3%,0%,i,-22%,-3%,-2%,-9%,i,i
O=C(O)c1cccc(S(=O)(=O)N2Cc3ccccc3C2)c1,-13%,0%,3%,-8%,i,4%,-4%,1%,3%,i,i
Cc1cc(C(=O)N(C)Cc2ccc(Br)cc2)no1,-4%,-1%,0%,5%,i,-12%,-5%,-1%,5%,i,i
NC1(C(=O)O)CC1,?,1%&0%,1%,-8%&-2%,i,-11%,9%,-1%&5%,-17%&-11%,i,i
O=C(COc1cccc(NC(=O)c2ccco2)c1)c1ccc(F)cc1,?,-3%,-17%,4%,?,21%,-20%,-4%,?,i,i
COCCCNc1oc(-c2ccccc2OC)nc1C#N,3%,-1%,-4%,5%,?,0%,25µM*,-2%,4%,i,i

# HADH2 inhib, what is marked active above
SMILES,Caspase-7 inhib,Luciferase inh,USP2a inhib,Tau filament bind,HADH2 inhib,Caspase-1 inhib,Texas Red fluor,Rhodamine fluor
COCCCNc1oc(-c2ccccc2OC)nc1C#N,-1%,-4%,5%,0%,25µM*,-2%,i,i

# Further structures follow:
SMILES,HEK293 cAMP ctrl,Caspase-7 inhib,Luciferase inh,USP2a inhib,Fluorescein fluor,Tau filament bind,HADH2 inhib,Caspase-1 inhib,ERK AVP block,Texas Red fluor,Rhodamine fluor
COc1ccc(Cl)c(Cn2c(NCc3ccccn3)nc3c2c(=O)n(C)c(=O)n3C)c1,10%,-1%,0%,28%,i,8%,5%,0%,-24%,i,i
CCOC(=O)c1c(NC(=O)CC)sc(C(C)=O)c1C,16%,-1%,-1%,8%,i,4%,?,2%,-21%,i,i
Cc1nc(SCc2nc3ccccc3[nH]2)c2oc3ccccc3c2n1,16%,-18%,-3%,60%[activator],i,1%,8%,-14%,-16%,i,i
CCCN(CCC)C(=O)C1CCN(c2cc(C)nc3c(-c4ccc(OC)c(OC)c4)c(C)nn23)CC1,4%,0%,2%,·,·,-14%,8%,?,30%,·,·
CC(C)(C)SCCNC(=O)COc1ccc(Cl)cc1,14%[11.4 µM],1%,-1%,6%[7.66 µM],·,-2%[11.4 µM],11%[11.4 µM],-1%,-10%,·,·
CCOC(=O)c1sc(C(=O)OCC)c(OCCO)c1OCCO,5%,2%,3%,9%,i,3%,3%,-1%,22%,i,i
O=C(C1Cc2ccccc2CN1S(=O)(=O)c1ccc(F)cc1)N1CCCCC1 (configuration not stated),?,4%,0%,6%,?,-3%,0%,2%,-9%,i,i
COc1ccc(-c2nnc3ccc(SCC(=O)N4CCCCC4)nn23)cc1OC,-3%,4%,2%,·,·,18%,0%,-1%,·,·,·
CC(=O)c1ccc(C(=O)Nc2ccc(N3CCOCC3)cc2)cc1,-3%,0%,1%,-3%,·,-13%,-1%,-2%,-14%,·,·
O=C(COC(=O)c1ccccc1Nc1ccccc1)NCc1ccco1,?,-9%,0%,-3%,?,48%,-25%,?,5%,i,i

# Some of these compounds in order of molecular weight, rising:
SMILES,HEK293 cAMP ctrl,Caspase-7 inhib,Luciferase inh,USP2a inhib,Fluorescein fluor,Tau filament bind,HADH2 inhib,Caspase-1 inhib,ERK AVP block,Texas Red fluor,Rhodamine fluor
CCOC(=O)c1c(NC(=O)CC)sc(C(C)=O)c1C,16%,-1%,-1%,8%,i,4%,?,2%,-21%,i,i
CC(=O)c1ccc(C(=O)Nc2ccc(N3CCOCC3)cc2)cc1,-3%,0%,1%,-3%,·,-13%,-1%,-2%,-14%,·,·
Cc1nc(SCc2nc3ccccc3[nH]2)c2oc3ccccc3c2n1,16%,-18%,-3%,60%[activator],i,1%,8%,-14%,-16%,i,i
CCCN(CCC)C(=O)C1CCN(c2cc(C)nc3c(-c4ccc(OC)c(OC)c4)c(C)nn23)CC1,4%,0%,2%,·,·,-14%,8%,?,30%,·,·

# A few values from above.
# `O=C(C1Cc2ccccc2CN1S(=O)(=O)c1ccc(F)cc1)N1CCCCC1` (configuration not stated) in USP2a inhib: 6%
# `COc1ccc(Cl)c(Cn2c(NCc3ccccn3)nc3c2c(=O)n(C)c(=O)n3C)c1` in USP2a inhib: 28%

# Another view of 2 compounds above:
canonical_smiles	HEK293 cAMP ctrl	Caspase-7 inhib	Luciferase inh	USP2a inhib	Fluorescein fluor	Tau filament bind	HADH2 inhib	Caspase-1 inhib	ERK AVP block	Texas Red fluor	Rhodamine fluor
CCOC(=O)c1c(NC(=O)CC)sc(C(C)=O)c1C	16%	-1%	-1%	8%	i	4%	?	2%	-21%	i	i
CCCN(CCC)C(=O)C1CCN(c2cc(C)nc3c(-c4ccc(OC)c(OC)c4)c(C)nn23)CC1	4%	0%	2%	·	·	-14%	8%	?	30%	·	·

# Other compounds
SMILES,HEK293 cAMP ctrl,Caspase-7 inhib,Luciferase inh,USP2a inhib,Fluorescein fluor,Tau filament bind,HADH2 inhib,Caspase-1 inhib,ERK AVP block,Texas Red fluor,Rhodamine fluor
O=C(c1cccc(Cl)c1)N1CCN(c2ccccn2)CC1,10%,0%,1%,6%,i,6%,2%,-1%,-18%,i,i
C=CCn1c(SCC(=O)NCCOC)nc2scc(-c3ccco3)c2c1=O,26%,-10%,-5%,19%,?,137%,-12%,-10%,3%,i,i
CCc1ccccc1NS(=O)(=O)c1ccc2[nH]cc(C(=O)NCc3ccco3)c(=O)c2c1,-14%,-5%,3%,48%[activator],i,178%,-23%,-4%,14%,i,i
Cc1ccc(-c2csc(/C(C#N)=C(\O)CN3CCN(C(=O)c4ccco4)CC3)n2)cc1,-24%,-12%,1%,11%,?,0%,-14%,-8%,-12%,i,i
CS(=O)(=O)Nc1cccc(-c2nc(NC3CC3)c3ccccc3n2)c1,0%,-6%,2%[2.29 µM],97%[activator],i,-7%,-15%,-6%,-22%,i,i
CC(C)[C@H](N)c1nnc(SCc2ccc(Cl)cc2)o1,3%,-4%,-3%,1%,i,-17%,4%,-2%,6%,?,i
Cc1cccc(-c2nc(CN3CCCC(C(=O)NC4CCCCCC4)C3)c(C)o2)c1 (configuration not stated),15%,-1%,1%,35%[activator],i,36%,-17%,-1%,2%,i,i
Cc1oc(-c2ccccc2F)nc1CN1CCC(C(=O)NC2CC2)CC1,3%,-2%,-5%,15%,i,-15%,13%,-2%,9%,?,i
CCOC(=O)c1ccc(NC(=O)CSc2nnnn2CCCO)cc1,-1%,1%,0%,6%,i,1%,11%,0%,-1%,i,i
COc1ccccc1NC(=O)N(C1CCCC1)C1CCN(C(C)=O)CC1,1%,-1%,1%,·,·,10%,2%,0%,-16%,·,·
O=C1C2C3C=CC(C3=C3CCCCC3)C2C(=O)N1Cc1ccccc1 (configuration not stated),21%,-2%,0%,?,?,-11%,-9%,-2%,?,i,i
Cc1ccc(NC(=O)CS(=O)CC(=O)N(CC(=O)NC2CCCC2)c2cccc(C)c2C)cc1 (configuration not stated),3%,-1%,1%,18%,?,-6%,-4%,-1%,-12%,i,i
COC(=O)[C@@]1(Cc2ccc(F)cc2)[C@H]2c3cc(C(=O)N(C)C)n(CCc4ccc(O)c(O)c4)c3C[C@H]2CN1C(=O)c1ccccc1,17%,-1%,·,·,·,4%,16µM*,-2%,3%,·,·
Cc1ccsc1C(=O)Nc1nnc(-c2ccco2)o1,2%,0%,-4%,-2%,i,15%,-17%,3%,3%,i,i

# This is a subset (hit frequency here may not be typical).
